Compound activity deposited in PubChem BioAssay by National Center for Advancing Translational Sciences (NCATS).
Glioma ERSR ind: inducers of ER stress response in human glioma cells; Potency, µM, without a hit: at the highest dose activation, actives largely listed as activators; U87-MG GRP78 promoter luciferase reporter, 16 h; AID 602332; hit rate 0.02% among 420,000; further: potency means the concentration at half of the fitted maximal effect; series mostly up to about 76 µM; % of control where 0% means no effect; nearly all actives have a fitted effect of over 35% in size
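Stably transfected U87-MG glioma cells carrying a GRP78-based luciferase sensor; 16 h compound incubation. Luminescence end-point read 10 min after Bright-Glo addition at room temperature.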
D1 PAM: human D1 dopamine receptor positive modulation | P21728 | HEK293 TREx D1 cells, calcium flux, dopamine EC20 potentiation | potentiation, % at 10 µM | hit rate 0.036% among 360,000 | AID 504651; in the data active means potentiation above about 30%; further: 0% is about no effect
D1 antagonist: human D1 dopamine receptor antagonism. P21728. HEK293 TREx D1 cells, calcium flux, dopamine EC80; active compounds read low. activity change, negative = inhibition, % at 10 µM. hit rate 3.2% among 360,000. AID 504652; in the data active means activity change below about -30%; further: on the % scale 0 is the no-effect control and ±100 the full control effect
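Antagonism measured as reduced calcium response to an EC80 dopamine addition following 180 s compound pre-read; cells were inducible HEK293 Trex D1 plated overnight at 30 C, read kinetically at 1 cycle/sec.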
LDHA block: blocks human lactate dehydrogenase A; P00338; purified LDHA, NADH/diaphorase-resazurin fluorescence; active compounds read low; activity change, % (values are at about 110 or 230 µM); hit rate 0.15% among 480,000; AID 1347041; in the data active means activity change below about -30%; inconclusive means mostly about -25% to -30%;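 further: plate controls were DMSO wells for no effect and wells without enzyme for full effect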
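Enzyme activity of human lactate dehydrogenase 5 (2 nM; 0.06 mM NADH, 0.2 mM pyruvate, 5 min, RT) is measured via a resazurin/diaphorase fluorescence readout of residual NADH.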
D1 ag: activates the human D1 dopamine receptor | P21728 | HEK293 T-REx D1 cells, calcium flux, agonist mode | activation, % at 2 µM | hit rate 1% among 360,000; in the data active means activation above about 30%; further: 0% is about no effect
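Inducible HEK293 T-REx D1 cells, force-coupled to calcium signalling, were plated at 4000 cells/well with tetracycline and held overnight at 30 C. After no-wash calcium dye loading, compound-evoked calcium rise over 180 s flagged agonists.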
Vif-APOBEC3F blk: Vif-A3F binding inhibition; HeLa A3F-eYFP + Vif (tagged APOBEC3F with the HIV-1 protein that degrades it), YFP fluorescence increase; Potency, µM (titrated, usually from 46.1 µM), for the others: at the top dose activity, negative = active; hit rate 0.2% among 390,000; AID 602313; further: potency means the concentration at half of the fitted maximal effect; % of control where 0% means no effect; nearly all actives have a fitted effect of over 65% in size
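HeLa cells stably expressing Vif plus C-terminally eYFP-tagged A3F were seeded, incubated overnight at 37 deg C, dosed with compound, incubated overnight again at 37 deg C. Yellow fluorescence (Ex 488/Em 500-530) reported blocked Vif-mediated A3F-eYFP degradation.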
D2 PAM: positively modulates the human D2 dopamine receptor allosterically; P14416; HEK293 T-REx D2, calcium flux, EC20 dopamine potentiation; potentiation, % at 10 µM; hit rate 0.34% among 340,000; AID 485347;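 active means potentiation over 3 SD above the plate norm, cut at about 30% in these data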; further: 0% is about no effect
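Potentiation of an EC20 dopamine calcium response is measured in a force-coupled, tetracycline-inducible Hek293 Trex D2 line. Compound-only kinetic reads over 180 s flag agonists before dopamine addition.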
RXFP1 agonist: agonists of human relaxin receptor RXFP1. HEK293T-RXFP1 cAMP TR-FRET, 30 min; response scale: percent of porcine relaxin response, buffer zero. Potency, µM (doses to about 57.5 µM), without a hit: top-dose activation, most hits filed as activators. hit rate 0.3% among 370,000; further: potency means the concentration at half of the fitted maximal effect; on the % scale 0 is the no-effect control and ±100 the full control effect; nearly all actives have a fitted effect of over 60% in size; many of its hits are not listed in these tables
Target sequence (Q9HBX9 whole entry, looked up): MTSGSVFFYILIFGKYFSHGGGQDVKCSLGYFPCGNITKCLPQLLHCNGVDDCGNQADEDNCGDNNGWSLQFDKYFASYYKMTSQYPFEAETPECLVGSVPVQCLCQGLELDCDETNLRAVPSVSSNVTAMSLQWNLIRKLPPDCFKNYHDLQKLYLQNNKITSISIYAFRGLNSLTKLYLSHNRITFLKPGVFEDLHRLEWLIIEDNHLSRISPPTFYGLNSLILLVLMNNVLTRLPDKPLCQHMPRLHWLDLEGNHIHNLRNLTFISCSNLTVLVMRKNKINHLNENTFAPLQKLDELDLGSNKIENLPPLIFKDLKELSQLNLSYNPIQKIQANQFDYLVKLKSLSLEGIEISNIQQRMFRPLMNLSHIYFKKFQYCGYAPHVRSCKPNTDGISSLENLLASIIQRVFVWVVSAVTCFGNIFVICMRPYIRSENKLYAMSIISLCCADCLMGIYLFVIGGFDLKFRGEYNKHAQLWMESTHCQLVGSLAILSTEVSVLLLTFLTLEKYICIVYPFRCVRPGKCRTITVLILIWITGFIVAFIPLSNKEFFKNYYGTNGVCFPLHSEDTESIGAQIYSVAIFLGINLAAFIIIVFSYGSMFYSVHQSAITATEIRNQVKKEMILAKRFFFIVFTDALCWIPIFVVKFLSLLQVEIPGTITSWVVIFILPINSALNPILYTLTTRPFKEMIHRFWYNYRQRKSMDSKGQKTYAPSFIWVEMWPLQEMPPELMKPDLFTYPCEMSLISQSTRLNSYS
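Agonist response is measured as cAMP accumulation in an RXFP1-transfected HEK293T line under PDE4 inhibition. Values are scaled between buffer-only and 29 nM porcine relaxin, and EC50s come from standard Hill equation fits.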
Vif-A3G inh: blocks the Vif interaction with human APOBEC3G; Q9HC16; HeLa A3G-eYFP + Vif (tagged APOBEC3G with the HIV-1 protein that degrades it), YFP fluorescence, overnight; Potency, µM (titrated, usually from 46.1 µM), for inactives: at the highest dose activity, negative = active, usual class: inhibitors; hit rate 0.076% among 410,000; AID 602310;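 further: potency means the concentration at half of the fitted maximal effect; on the % scale 0 is the no-effect control and ±100 the full control effect; nearly all actives have a fitted effect of over 60% in size; hits raise eYFP signal because A3G escapes Vif-driven loss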
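Read-out is eYFP fluorescence (Ex 488/Em 500-530) from Vif-expressing HeLa A3G-eYFP cells; more signal means A3G escaped Vif-mediated degradation. Cells plated overnight, compound pinned in, incubated overnight at 37 deg C.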
Starred values were filed as active, the others as inactive; ? = inconclusive; . = not tested or not shown; & = joins results of further samples. Unless noted, the call rests on the fitted dose curve; in most records, active means well fitted curve in the direction sought with a large enough effect; inconclusive means small, poorly fitted or top-dose-only effect, or another doubt; inactive means no such curve, though single readings can be large; an effect the other way counts as inactive or inconclusive. Only part of the results is shown. The share of hits here may be higher or lower than overall.

SMILES	Glioma ERSR ind	D1 PAM	D1 antagonist	LDHA block	D1 ag	Vif-APOBEC3F blk	D2 PAM	RXFP1 agonist	Vif-A3G inh
O=c1c2ccccc2nc(SCc2nnc(-c3ccccc3Br)o2)n1-c1ccccc1	5%	-3	12	-7	0	-13%	9	2.2%	-4%
COc1ccc(N(CCC#N)S(=O)(=O)c2cccc3nsnc23)cc1	-3%	3	1	-8	-1	0%	18	3.7%	1%
COc1ccc(NC(=O)C2CCN(S(C)(=O)=O)CC2)cc1OC	-4%	2	19	-18	0	-15%	0	-0.3%	4%
COC(=O)C1CCN(CC(=O)Nc2ccc(C(=O)Nc3ccccc3OC)cc2)CC1	3%	4	-23	-5	0	4%	-26	2.7%	3%
O=C(CN1CCC(C(=O)O)CC1)Nc1ccccc1Oc1ccccc1	-2%	2	-4	-10	1	10%	0	0.3%	-3%
Cc1cc(C)c2cc(C#N)c(NCCOC(=O)c3ccccc3C)nc2c1	-2%	2	4	-3	4	-3%	2	1.3%	1%
Cn1cc(C(=O)OCC2CCN(CCNS(C)(=O)=O)CC2)c2ccccc21	0%&-3%&-3%	.	.	-14	.	-1%	.	.	-4%
CCCC(=O)Nc1ccc(N2CCN(C(=O)c3cc4ccccc4o3)CC2)cc1	-2%	-7	-4	-4	1	?	.	0.2%	-2%
O=C(Nc1ccc(S(=O)(=O)N2CCOCC2)cc1)c1cccc([N+](=O)[O-])c1	2%	-9	-13	-1	11	-3%	-5	4.7%	1%
O=C(Nc1ccccc1Oc1ccccc1)C1CC1	1%	9	5	-10	3	1%	-5	1.8%	-1%
COC(=O)c1cc(CNC(=O)c2cccc(Cl)c2)ccc1OC	-3%	-7	5	1	0	4%	0	0.1%	9%
COc1ccc(OCCCc2c(C)n[nH]c2C)cc1	-1%	-1	-18	-3	11	7%	2	-0.3%	2%

Reprinted from the part before: 2 entries, followed by the next part.
SMILES	Glioma ERSR ind	D1 PAM	D1 antagonist	LDHA block	D1 ag	Vif-APOBEC3F blk	D2 PAM	RXFP1 agonist	Vif-A3G inh
COC(=O)c1cc(CNC(=O)c2cccc(Cl)c2)ccc1OC	-3%	-7	5	1	0	4%	0	0.1%	9%
COc1ccc(OCCCc2c(C)n[nH]c2C)cc1	-1%	-1	-18	-3	11	7%	2	-0.3%	2%
O=C(CC(=O)c1ccccc1)Nc1ccc([N+](=O)[O-])cc1	7%	.	.	-3	.	-4%	.	.	-1%
CCOC(=O)c1ccc(NC(=O)N2CC3CCCN3c3ccccc32)cc1 (centres undefined)	-4%	0	10	20	1	4%	12	0.5%	-4%
COc1cccc(NC(=O)C(c2ccccc2)N2CCN(c3ccccn3)CC2)c1 (centres undefined)	8%	0	-1	-12	1	-1%	.	-0.1%	1%
COc1cccc(-n2c(Cc3cc(=O)[nH]c(=O)[nH]3)nnc2SCc2cccc(C(F)(F)F)c2)c1	-3%	-4	-3	-2	2	-4%	6	1.0%	0%
O=C(O)C1CCCN(S(=O)(=O)c2ccc3c(c2)OCCO3)C1 (centres undefined)	2%	1	-3	-4	2	2%	-11	1.4%	2%
C=CCNC(=O)COC(=O)c1ccccc1C(=O)N(C)C1CCCCC1	-4%	-4	-11	-1	1	0%	10	0.0%	-14%
COc1ccccc1CN(C)C(=O)CN1CCN(CC(=O)Nc2ccccc2Cl)CC1	-3%	-5	-6	2	1	2%	-18	2.7%	-2%
CCN(CC)CCNC(=O)Cn1nc(C)c2c(C)n(-c3ccccc3)nc2c1=O	-5%	-1	6	-13	1	-5%	-6	3.5%	-1%
O=C(C=Cc1ccco1)c1ccc([N+](=O)[O-])cc1	0%	.	.	-8	.	-9%	.	.	0%
Cc1cc(=O)[nH]c(N2CCN(C(c3ccccc3)c3ccccc3)CC2)n1	2%	0	-2	-1	1	2%	3	-2.9%	-3%
COc1ccc(CN2CCNC(=O)C2CC(=O)NC2CCCCC2)c(OC)c1 (centres undefined)	-4%	-9	10	2	2	5%	-4	5.5%	0%
COc1ccc(Cc2nc3ccc(S(N)(=O)=O)cc3[nH]2)cc1OC	-10%	0	0	5	6	.	-1	-3.0%	0%
COc1ccc(C2SCC(=O)N2c2ccccc2)cc1 (centres undefined)	5%	1	10	-2	2	-4%	1	0.7%	1%
Cc1ccc(-c2cn(-c3ccc(Cl)cc3)c(S(=O)(=O)CC(=O)Nc3ccccc3)n2)cc1	0%	2	4	2	6	-16%	-4	-1.4%	-1%
Cn1cccc1C(=O)OCC(=O)NCc1cccs1	-1%	.	.	-4	.	10%	.	.	0%
CCCCSc1nnc2c(n1)OC(c1ccc(Br)s1)N(C(C)=O)c1ccccc1-2 (centres undefined)	-3%	8	12	9	1	-4%	1	7.7%	-11%
CC(C)COc1ccc(C(=O)Nc2cc(S(=O)(=O)N3CCOCC3)ccc2N2CCCC2)cc1	-1%	.	2	-3	4	0%	-4	7.0%	-6%
CC(C)=CC(=O)OCC(=O)Nc1cc([N+](=O)[O-])ccc1F	1%	-3	14	-7	2	-5%	-3	0.5%	2%
CS(=O)(=O)N(Cc1ccc(Cl)cc1)c1ccc(C(=O)N/N=C/c2cc3ccccc3nc2Cl)cc1	-4%	-6	8	-4	1	11%	-7	0.0%	-1%
O=C(NC1CC(=O)N(c2ccc(Cl)cc2)C1)c1ccc(S(=O)(=O)N2CCOCC2)cc1 (centres undefined)	-5%	-2	.	-5	0	1%	-13	2.3%	0%
Cc1ccc(NC(=O)Cn2nnc(C(=O)NCc3ccccc3)c2N)cc1C	-3%	0	-1	-5	3	-2%	-11	-0.5%	-1%
Clc1ccc(OCc2nc3ccccc3[nH]2)cc1	-1%	-1	4	-8	1	5%	-14	0.5%	0%
CCc1ccccc1NC(=O)/C(=C/c1ccccc1)c1ccccc1	-3%	1	6	1	14	0%	8	1.4%	2%
CCCn1c2c(c(O)c(C(=O)Nc3ccccc3)c1=O)CCCC2	-3%	6	-1	5	2	3%	3	0.2%	2%
C/C(=N\NC(=O)Cc1ccccc1)c1cccnc1	3%	-7	-1	-6	3	0%	-18	-1.0%	3%
COc1ccc(OC)c(C2c3[nH]c4ccccc4c3C[C@H]3C(=O)N(C4CC4)CC(=O)N23)c1 (some centres undefined)	-6%	-4	1	-8	-1	-13%	-7	0.6%	0%
COc1ccc(C(=O)N(c2ccccc2)C2C=CS(=O)(=O)C2)cc1 (centres undefined)	-1%	-3	-6	0	0	-10%	1	0.8%	0%
O=C(COC(=O)/C=C/c1ccc(S(=O)(=O)N2CCOCC2)cc1)NCc1ccc(F)cc1	-3%	-2	5	-8	0	-35%	-9	0.1%	-1%
CC1CCN(S(=O)(=O)c2ccc(C(=O)N3CCCCC3C(=O)O)cc2)CC1 (centres undefined)	0%	5	-23	-13	0	1%	17	0.2%	2%
O=C(Nc1ccc(F)cc1)N1CCN2C(=O)c3ccccc3C12c1ccccc1 (centres undefined)	-5%	-7	2	-1	-1	-1%	.	1.0%	0%
O=c1cc(C(F)(F)F)[nH]c2ccccc12	-5%	3	3	-5	6	0%	3	-1.5%	-4%
Cc1ccc(C(O)c2ccc(-n3ccnc3)cc2)cc1 (centres undefined)	-3%	-1	-11	-2	12	-14%	-1	0.7%	0%
Cc1cc(=O)n2c(C(=O)Nc3ccc(C)c(Cl)c3)c(C(=O)Nc3ccccc3)sc2n1	-1%	5	2	-6	2	0%	-16	8.8%	0%
CCn1c(=O)cc(OCC(=O)NCc2ccc(F)cc2Cl)c2ccccc21	-1%	-3	12	-2	2	3%	-1	0.0%	0%
CCc1ccccc1NC(=O)CCN1C(=O)c2ccccc2C1=O	1%	-6	9	-4	2	1%	-2	-0.5%	0%
COc1ccccc1S(=O)(=O)NCc1ccc(C(=O)N(C)Cc2ccc(F)cc2)cc1	3%	-7	9	0	7	-12%	0	0.2%	3%
CCCCCCCNC(=O)C1(CC2CC(c3cccc(Br)c3)=NO2)CCN(C(=O)OC(C)(C)C)CC1 (centres undefined)	3%	-7	-16	-6	15	-2%	-5	-3.4%	-3%
O=C(Nc1ccncc1)Nc1cc(Cl)ccc1Cl	-2%	-9	-2	-3	5	-1%	.	5.4%	0%
Cc1ccc(NC(=O)CN(C)S(=O)(=O)c2cnc[nH]2)cc1	-1%	-2	2	-2	3	0%	2	2.8%	5%

Of the compounds above, these contain an NH in an aromatic ring.
SMILES	Glioma ERSR ind	D1 PAM	D1 antagonist	LDHA block	D1 ag	Vif-APOBEC3F blk	D2 PAM	RXFP1 agonist	Vif-A3G inh
COc1ccc(OCCCc2c(C)n[nH]c2C)cc1	-1%	-1	-18	-3	11	7%	2	-0.3%	2%
COc1cccc(-n2c(Cc3cc(=O)[nH]c(=O)[nH]3)nnc2SCc2cccc(C(F)(F)F)c2)c1	-3%	-4	-3	-2	2	-4%	6	1.0%	0%
Cc1cc(=O)[nH]c(N2CCN(C(c3ccccc3)c3ccccc3)CC2)n1	2%	0	-2	-1	1	2%	3	-2.9%	-3%
COc1ccc(Cc2nc3ccc(S(N)(=O)=O)cc3[nH]2)cc1OC	-10%	0	0	5	6	.	-1	-3.0%	0%
Clc1ccc(OCc2nc3ccccc3[nH]2)cc1	-1%	-1	4	-8	1	5%	-14	0.5%	0%
COc1ccc(OC)c(C2c3[nH]c4ccccc4c3C[C@H]3C(=O)N(C4CC4)CC(=O)N23)c1 (some centres undefined)	-6%	-4	1	-8	-1	-13%	-7	0.6%	0%
O=c1cc(C(F)(F)F)[nH]c2ccccc12	-5%	3	3	-5	6	0%	3	-1.5%	-4%
Cc1ccc(NC(=O)CN(C)S(=O)(=O)c2cnc[nH]2)cc1	-1%	-2	2	-2	3	0%	2	2.8%	5%
